Assay outcomes as filed in PubChem BioAssay.
influenza NS1A: NS1A inhibition, H1N1 influenza, cell based functional assay (AID 504329) | 340,000 compounds, 0.3% hits | NS1A functional cell-based assay, percent inhibition; higher % means a stronger effect | inhibition, % at 12.5 µM; hits with a dose series show IC50 in µM; in the data active = a potency from the dose series; inconclusive = inhibition above about 27% without an active follow-up result; also: strong numbers were not always called active
tuberculosis growth: growth inhibition of non-replicating M. tuberculosis (AID 488890); Mycobacterium tuberculosis non-replicating, growth inhibition; higher % means a stronger effect; inhibition, % at 25 µM, or IC50 in µM where a hit was titrated; 320,000 compounds, 0.39% hits; in the data active = a potency from the dose series; inconclusive = inhibition mostly from about 82% at the one dose, without a potency; inactive = the rest, 99 in 100 with inhibition below about 76%;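 also: plate controls were DMSO cells for no effect and high antibiotic wells for full effect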
Salmonella PhoP GFP: PhoP regulon inhibitors, Salmonella typhi PhoP promoter GFP reporter, confirmatory (AID 1850) | Salmonella Typhi PhoP-promoter GFP reporter, fluorescence, 4 h; higher % means a stronger effect | inhibition, % at 50 µM, or IC50 in µM where a hit was titrated | 310,000 compounds, 0.33% hits; in the data active = a potency from the dose series; inconclusive = inhibition mostly from about 25% at the one dose, without a potency; inactive = the rest, 99 in 100 with inhibition below about 19%;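 also: 0% = induced wells with vehicle and 100% = uninduced wells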
VEEV TC-83 Vero: inhibitors of VEEV TC-83 cytopathic effect, confirmation, Vero cells (AID 588727); Vero cells, VEEV TC-83 cytopathic effect inhibition; higher % means a stronger effect; inhibition, % at 20 µM, or IC50 in µM where a hit was titrated; 350,000 compounds, 0.13% hits; in the data active = a potency from the dose series; inconclusive = inhibition mostly from about 14% at the one dose, without a potency; inactive = the rest, 99 in 100 with inhibition below about 12%; also: strong numbers were not always called active
M. tuberculosis HTS: M. tuberculosis growth inhibition, HTS (AID 449762). M. tuberculosis H37Rv growth inhibition, 7H9 media; higher % means a stronger effect. one-dose inhibition, % at 25 µM; IC50 in µM for titrated hits. 330,000 compounds, 0.59% hits; in the data active = a potency from the dose series; inconclusive = inhibition above about 70% without an active follow-up result;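 also: bacterial growth assessed after seven days of incubation; strong numbers were not always called active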
VEEV TC-83 Vero 10K pilot screen: further read-out of VEEV TC-83 Vero, marked with its call; inhibition, %; measured here: 10K pilot screen inhibition
* = called active by the depositor; i = inactive; ? = inconclusive; . = no result given.

SMILES | influenza NS1A | tuberculosis growth | Salmonella PhoP GFP | VEEV TC-83 Vero | M. tuberculosis HTS | others
O=c1ccc(N=Nc2ccccc2)ccc1O | 10% | 59% | -8% | i | ?
N#Cc1nc(Nc2cccc(Cl)c2)c2ncn(C3CCCC3)c2n1 | -12% | 15% | . | 0.9% | 9%
Cc1ccc(S(=O)(=O)NCC(=O)Nc2ccc(C(F)(F)F)cc2)cc1 | 2% | -3% | -10% | i | 10%
O=C(CSc1oc(-c2ccco2)nc1S(=O)(=O)c1ccccc1)NCC1CCCO1 (stereo not drawn) | 11% | 7% | -9% | 1.8% | 9%
CC(C)(C)c1ccc(C(=O)O/N=C(\N)c2ccccc2)cc1 | 0% | 69% | -13% | ? | 4%
COc1ccc(N=C2S/C(=C\c3ccc(Cl)c([N+](=O)[O-])c3)C(=O)N2CCN(C)C)cc1 | 4% | ? | 1% | i | ?
COc1ccc(S(=O)(=O)NCCc2c[nH]c3ccccc23)cc1OC | -20% | 10% | 2% | i | 7%
c1ccc(-c2nccc(-c3ccco3)n2)nc1 | 15% | 72% | 10% | 0.3% | 58%
CCCc1c(C(=O)NNc2ccccc2OC)cnn1-c1ccccc1 | -2% | 59% | 3% | 3.2% | 1%
O=C(NN1CCOCC1)c1cccc2ccccc12 | -6% | -4% | -1% | 0.5% | 9%
CC(C)(C)OC(=O)N1CCC(C(N)=O)CC1 | -2% | -9% | -3% | i | -5% | VEEV TC-83 Vero 10K pilot screen=0.0
Nc1ccc(Cl)c(Cl)c1 | 3% | . | . | i | .
CCCOc1ccccc1N1C(=O)CC(N(O)c2ccccc2)C1=O (stereo not drawn) | -4% | 55% | 7% | 1.8% | -8%
COc1cc(/C=C2/C(=N)N3N=C(CC(=O)N4CCOCC4)SC3=NC2=O)ccc1OCc1ccccc1F | -10% | -3% | 4% | 1.5% | 0%
O=C(Nc1cccc(NC(=O)c2ccco2)c1)c1ccc2c(c1)OCCO2 | -6% | 19% | -2% | 6.1% | 9%
CC(=O)c1c(C)n(-c2ccc(C)cc2)c2ccc(O)cc12 | 6% | -2% | -3% | 0.1% | -5%
COCCNC(=O)C1CC(c2ccc([N+](=O)[O-])cc2)=NO1 (stereo not drawn) | -4% | -7% | 0% | 0.0% | -2%
CN(CCc1ccccc1)C(=O)c1cccc(NC(=O)Cc2cccc(NC(=O)C3CCCN(C(=O)C4CCC4)C3)c2)c1 (stereo not drawn) | -4% | . | . | i | .
Cc1ccc(-c2nn(CC(=O)NC(C)c3ccccc3)c(=O)c3ccccc23)cc1 (stereo not drawn) | 0% | 9% | 6% | 0.7% | -4%
CC(O)CNCCCOc1ccc(Cl)cc1C(C)(C)C (stereo not drawn) | 5% | 64% | 9% | 4.5% | 7%
CCN(CC)C(=O)C1CCCN(Cc2ccc(N(C)C)cc2)C1 (stereo not drawn) | 1% | -16% | 7% | i | -3%
O=C(CCNC(=O)c1ccc(Br)cc1)NCc1cccnc1 | 7% | -10% | -2% | 0.1% | -7%
CCCCOCCO | -30% | . | . | 0.6% | .
O=C(/C=C/c1ccccc1)Nc1ccc(CN2CCOCC2)cc1 | -1% | 9% | 1% | 0.5% | 0%
O=C(CN1CCCCC1)N/N=C/c1ccc(Cl)cc1Cl | 0% | . | -1% | i | -5%

In the list so far, 2 contain a nitro group on carbon.
SMILES | influenza NS1A | tuberculosis growth | Salmonella PhoP GFP | VEEV TC-83 Vero | M. tuberculosis HTS | others
COc1ccc(N=C2S/C(=C\c3ccc(Cl)c([N+](=O)[O-])c3)C(=O)N2CCN(C)C)cc1 | 4% | ? | 1% | i | ?
COCCNC(=O)C1CC(c2ccc([N+](=O)[O-])cc2)=NO1 (stereo not drawn) | -4% | -7% | 0% | 0.0% | -2%

3 entries out of the list, arranged by formula weight, ascending.
SMILES | influenza NS1A | tuberculosis growth | Salmonella PhoP GFP | VEEV TC-83 Vero | M. tuberculosis HTS | others
CC(=O)c1c(C)n(-c2ccc(C)cc2)c2ccc(O)cc12 | 6% | -2% | -3% | 0.1% | -5%
O=C(CN1CCCCC1)N/N=C/c1ccc(Cl)cc1Cl | 0% | . | -1% | i | -5%
Cc1ccc(S(=O)(=O)NCC(=O)Nc2ccc(C(F)(F)F)cc2)cc1 | 2% | -3% | -10% | i | 10%

2 compounds picked at random from those above, as already listed:
SMILES | influenza NS1A | tuberculosis growth | Salmonella PhoP GFP | VEEV TC-83 Vero | M. tuberculosis HTS | others
c1ccc(-c2nccc(-c3ccco3)n2)nc1 | 15% | 72% | 10% | 0.3% | 58%
Nc1ccc(Cl)c(Cl)c1 | 3% | . | . | i | .

Next section:
SMILES | influenza NS1A | tuberculosis growth | Salmonella PhoP GFP | VEEV TC-83 Vero | M. tuberculosis HTS | others
O=C(NCc1ccc2c(c1)OCO2)C1CCCN1C(=O)Nc1ccc(F)cc1 (stereo not drawn) | 3% | -13% | 9% | 1.4% | -1%
COC(=O)c1c(NC(=O)c2ccoc2C)sc2c1CCC2 | 3% | 7% | -4% | 1.9% | -6%
COc1cccc(/C=C2\SC(=S)N(N3C(=O)CCCC3=O)C2=O)c1 | -7% | -12% | 3% | 2.6% | -5%
Cc1cccc(C(=O)NNC(=O)C2CC2)c1 | -7% | -8% | -2% | 3.5% | 1%
COC(=O)C1=C(c2ccc3ccccc3c2)C[C@@H]2CC[C@H]1N2C(=O)N1CCC(C)CC1 | 4% | 14% | . | 1.0% | -2%
Cc1cccc2cc(-c3nc4ccc(C(=O)O)cc4[nH]3)c(=O)oc12 | -8% | 23% | -1% | 0.2% | -7%
COc1ccc(/C=N\Nc2ccc([N+](=O)[O-])cc2[N+](=O)[O-])c(C(=O)O)c1OC | 19% | 39% | 13% | 8.1% | -2%
Cc1cc(C)n(-c2ccc(C(=O)NCCCN3CCOCC3)cc2)n1 | -11% | 6% | 0% | i | -4%
Cn1c(=O)oc2cc(S(=O)(=O)CCC(=O)NCCc3ccccc3)ccc21 | -1% | 15% | -1% | 2.6% | 6%
COc1ccc(Br)c(C(=O)NC(C)(C)CO)c1 | 12% | -16% | -2% | i | -2%
O=C(CCNS(=O)(=O)c1cccs1)NCc1cccs1 | -3% | -7% | 2% | 1.2% | -2%
COc1ccc2c(c1)C1(Nc3ccccc3-c3nc4ccccc4n31)C(=O)N2 (stereo not drawn) | -17% | 10% | 0% | i | 5%
O=C(CN1c2ccccc2S(=O)(=O)c2ccccc21)NCc1ccccc1 | 2% | 1% | -26% | 0.8% | 8%
CC(NC(=O)c1cc2ccccc2o1)c1ccccc1 (stereo not drawn) | 7% | ? | -7% | 1.4% | 1%
O=c1[nH]c(/C=C\c2cccc(O)c2)nc(O)c1[N+](=O)[O-] | -15% | -13% | 3% | 1.6% | -5%
COc1ccc(N(C(=O)c2ccco2)C(C(=O)NC2CCCC2)c2ccco2)cc1OC (stereo not drawn) | 17% | -4% | -1% | 0.3% | -5%
Cc1ccc(NC(=S)N(N)CCO)cc1 | -7% | 11% | -1% | 1.3% | 0%
O=C(N[C@@H](Cc1ccccc1)C(=O)NCCc1c[nH]c2ccccc12)c1ccco1 | 6% | 14% | 9% | 0.9% | 7%
Cc1cc(NC(=O)C2CC2)n(-c2nc3ccccc3s2)n1 | -1% | 3% | 1% | 4.0% | ?
COc1ccc(CCN=C(N)NS(=O)(=O)c2cc(F)ccc2F)cc1 | -10% | 9% | -17% | 1.0% | -6%
Cc1cc(NC(=O)COc2ccc(C)c(C)c2)no1 | 3% | 76% | -4% | 2.2% | -7%
O=C(NNc1nc2cc3c(cc2s1)OCO3)c1cccc(F)c1 | 2% | 63% | -11% | 1.9% | -5%
COc1cc(NC(=O)c2ccc3snnc3c2)cc(OC)c1 | -13% | 14% | 6% | 1.9% | -3%
O=C(O)CC(NC(=O)c1ccco1)c1ccco1 (stereo not drawn) | -3% | 14% | -3% | 1.8% | -1%
NC(=O)c1nn2c(C(F)(F)F)cc(-c3ccccc3)nc2c1Br | 0% | 4% | 1% | 0.9% | 0%

Reprinted from the part before: 2 entries; new compounds follow.
SMILES | influenza NS1A | tuberculosis growth | Salmonella PhoP GFP | VEEV TC-83 Vero | M. tuberculosis HTS | others
O=C(O)CC(NC(=O)c1ccco1)c1ccco1 (stereo not drawn) | -3% | 14% | -3% | 1.8% | -1%
NC(=O)c1nn2c(C(F)(F)F)cc(-c3ccccc3)nc2c1Br | 0% | 4% | 1% | 0.9% | 0%
Cc1nc2sc3c(c2c(=N)n1N)CC(C)(C)OC3 | -7% | 7% | -4% | i | -1%
CCOc1ccc(/C=N/n2c(COc3ccccc3)n[nH]c2=S)cc1OC | -4% | -9% | -8% | 2.8% | 4%
Cc1ccc(OCC(=O)N2CCN(S(=O)(=O)c3ccc(Cl)s3)CC2)cc1C | -4% | 21% | . | 3.1% | -4%
CCn1c(SC/C=C/c2ccccc2)nnc1-c1cnccn1 | -5% | 57% | -6% | i | 1%
COC(=O)C1=NN(c2ccccc2)C2C(=O)N(c3ccccc3OC)C(=O)C12 (stereo not drawn) | -11% | -13% | -10% | i | 1%
Cc1nn(CC(C)C(=O)N2CCN(S(=O)(=O)c3ccc(Cl)cc3)CC2)c(C)c1C (stereo not drawn) | -6% | 8% | -15% | 1.1% | -3%
COc1ccc(C)cc1NC(=O)c1cc(S(=O)(=O)N2CCCC2)cn1C | 35% | 6% | -6% | 8.4% | -9%
CC1CCCCN1C(=O)CSc1nnc2c(n1)[nH]c1ccc(F)cc12 (stereo not drawn) | -2% | -10% | 0% | 1.4% | -1%
Cc1ccc(-n2nnnc2SCC(=O)N2c3ccccc3NC(=O)C2(C)C)cc1 | -4% | 16% | 14% | i | 0%
O=C(N/N=C/c1c(O)n(Cc2ccco2)c(=O)[nH]c1=O)c1ccccc1O | 42µM* | 15% | 7% | 0.4% | 0%
CCN1CCN(c2nc(Nc3cccc(F)c3)nc(N)c2[N+](=O)[O-])CC1 | 4% | -10% | 3% | 1.2% | -5%
CCC1CCCCN1CC(=O)c1c(C)[nH]c2ccc(OC)cc12 (stereo not drawn) | 1% | 46% | 0% | i | 1%
O=C(CN1C(=O)NC(c2ccccc2)(c2ccccc2)C1=O)NCC(=O)Nc1ccc(F)cc1 | -9% | 13% | . | 2.7% | -11%
COc1ccc(C(=O)N2c3ccccc3C=CC2C#N)cc1 (stereo not drawn) | 2% | 23% | 3% | 1.9% | -5%
Cc1noc(C)c1S(=O)(=O)NCC(=O)O | -15% | -4% | -1% | 0.7% | -9%
N=C1c2ccccc2CN1NC(=O)c1ccccc1 | 5% | 2% | 2% | 0.2% | 1%
CCC(=O)Nc1sc2c(c1C(N)=O)CCN(C(C)=O)C2 | 6% | . | -9% | 0.6% | -3%
O=C(NC(=S)Nc1ccc(CN2CCCCC2)cc1)c1ccco1 | 0% | 0% | -12% | 0.6% | -5%
O=C(O)c1ccc(/C=N/Nc2cccc(C(F)(F)F)c2)cc1 | -3% | 61% | -26% | 1.9% | ?
Cc1ccc(-c2csc3ncnc(SCc4ccc(C(=O)O)cc4)c23)cc1 | . | 29% | 13% | 3.6% | -4%
CCCN1Cc2cccc(C(=O)N3CCN(c4cc(Cl)ccc4C)CC3)c2C1=O | -23% | 31% | 9% | 4.6% | 10%
